From PubChem
ERK EGF inh: qHTS Assay for Inhibitors of the ERK Signaling Pathway using a Homogeneous Screening Assay; Stimulation with EGF; HEK293-V1b, EGF-stimulated phospho-ERK AlphaScreen; Potency, µM (top dose mostly 11.5 µM), for the others: at the top dose activity change, negative = inhibition, actives largely listed as inhibitors; 0.41% of 130,000 active; active = well fitted inhibition curve with a large enough effect; inconclusive = small, poorly fitted or top-dose-only effect, or effect the other way;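 note: plate controls were stimulated vehicle wells for no effect and unstimulated vehicle basal for full effect; nearly all actives have a fitted effect of over 55% in size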
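Compounds are titrated over HEK293-V1b cells kept overnight in 1% FBS. After 30 min at 37C, EGF (25 nM final) triggers ERK phosphorylation for 5 min, measured by AlphaScreen in lysates.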
* = called active by the depositor; ? = inconclusive; [ ] = remark or other dose. Potency is the fitted concentration of half-maximal effect. These rows are one share of the data (hit frequency here may not be typical).

SMILES	ERK EGF inh
COc1cccc(N(Cc2nnc3n2CCCCC3)C(=O)Nc2ccccc2F)c1	4%
COc1ccc(C2c3cc(OC)c(OC)cc3Cc3c4cc(OC)c(OC)cc4cc[n+]32)cc1OC (stereo unspecified)	-11%
COc1ccc(C(C(=O)NC(C)(C)C)N(C(=O)CNC(=O)c2cccs2)c2ccc(NC(C)=O)cc2)cc1OC (stereo unspecified)	-6%
COc1cc(/C=N/N=C(\N)c2nonc2N)cc(OC)c1OC	9%
COc1ccc(C2Nc3ccccc3C(=O)N2c2ccc(F)cc2)cc1CSc1ccccn1 (stereo unspecified)	1%
O=S(=O)(c1ccc(F)c(F)c1F)N1CCN(C(=S)NC2CC3CCC2C3)CC1 (stereo unspecified)	0%
COc1ccc(N(Cc2cc3ccc(C)cc3[nH]c2=O)C(=O)C2CCCO2)cc1 (stereo unspecified)	-2%[57.5 µM]
S=C(NC1CCCC1)NN1CCOCC1	2%
CCOC(=O)Cc1csc(NC(=S)NC(=O)c2ccc([N+](=O)[O-])cc2)n1	4%
O=C/C(=C\Nc1ccc(C(=O)N2CCOCC2)cc1)c1nc2ccccc2o1	-6%
CCCCOc1cccc(C(=O)NC(=S)Nc2ccc(Cl)c(C(=O)O)c2)c1	3%
CC(=O)OCC1(C)CN(c2ccccc2)N(C(C)=O)C1=O (stereo unspecified)	3%
C=C(C(C)=O)C(O)c1ccco1 (stereo unspecified)	-3%
CN1CCN(C(=O)c2ccc3nc(-c4ccccc4)c(-c4ccccc4)nc3c2)CC1	-5%
O=C(CN1C(=O)NC2(CCCCCCC2)C1=O)NCc1cccs1	0%
Cc1cccc(C)c1N=C1SC(CC(=O)Nc2c(C)cccc2C)C(=O)N1CCc1ccccn1 (stereo unspecified)	10%
O=C1C(Cl)=C(N2CCC(C(=O)O)CC2)C(=O)c2ccccc21	-10%[57.5 µM]
COc1ccccc1N(CC(=O)N(CC(C)C)CC(C)C)S(=O)(=O)c1cccs1	-4%
CC1Sc2n(c3ccccc3[n+]2C)N=C1c1ccccc1 (stereo unspecified)	-3%
Nc1nc(Cl)cc(Oc2ccc(Cl)cc2)n1	-13%
COc1ccc(-c2ccc(C(=O)O)o2)c([N+](=O)[O-])c1	-11%
CCN(CC)S(=O)(=O)c1cc(NC(=O)COC(=O)Cn2cnc3ccccc32)ccc1C	4%
Cc1c2cnn(-c3ccccc3)c(=O)c2c(C)n1CCCC(=O)NCCN1CCN(C)CC1	3%[57.5 µM]
Cc1cc(C)cc(C(=O)NCC(=O)OC(C)C(=O)N(C)c2ccccc2)c1 (stereo unspecified)	3%
COc1cccc(CC(=O)Nc2nc(-c3cccnc3)cs2)c1	0%
C/C(=N\NC(=O)COc1ccccc1-c1ccccc1)c1ccc(O)cc1O	?
O=C1CCCC(=O)N1c1ccc(N2CCOCC2)c([N+](=O)[O-])c1	-3%
CCCNC(=O)COc1ncnc2sccc12	-4%
COC(=O)CSc1nnc(Cc2ccccc2)n1-c1ccc(C)cc1	8%
Cc1ccc(C(=O)NCC(=O)Nc2cccc(S(=O)(=O)NC3=NCCCCC3)c2)cc1C	3%
NCC1CCCCC1CC(=O)O (stereo unspecified)	0%
CCN(CC(=O)Nc1cccc(C#N)c1)CC(=O)Nc1cccc(OC)c1	-21%
CCCCCCC1CC(CC(=O)Nc2ccc([N+](=O)[O-])cc2)C(=O)O1 (stereo unspecified)	-12%
O=C(/C=C/c1ccccc1)C1=C(O)C(=O)N(CCO)C1c1ccccc1[N+](=O)[O-] (stereo unspecified)	-13%
O=[N+]([O-])c1c(NCCCO)cc(N2CCN(Cc3ccc4c(c3)OCO4)CC2)c2nonc12	2%
CCOC(=O)CNc1ccc(C(=O)OCC)cc1[N+](=O)[O-]	-1%
O=C(CSc1nc(-c2ccccc2)nc2ccc(F)cc12)Nc1ccc(C(=O)O)cc1	-1%
CCC(C)[C@H](NC(=O)NCc1cccnc1)C(=O)OC (stereo partly specified)	0%[57.5 µM]
CC/C(=N/NS(=O)(=O)c1ccc(Cl)cc1)c1ccc(O)cc1	-2%
O=C(Nc1ccc(F)cc1F)Nc1sccc1-c1nc2ccccc2s1	5%[57.5 µM]
O=C1CC(c2cc([N+](=O)[O-])ccc2Cl)c2c(ccc3ccccc23)N1 (stereo unspecified)	4%
O=C(NCc1ccccc1)C(=O)Nc1nc(C23CC4CC(CC(C4)C2)C3)cs1	1%
COC(=O)C1SCC2C(=O)N(Cc3cccc(C)c3)CC(=O)N21 (stereo unspecified)	7%
CCCCN(CC)CCCNC(=O)CN1C(=O)CSc2ccc(S(=O)(=O)N3CCOCC3)cc21	-1%
COc1ccc(NC(=S)N2CCN(CCN3C(=O)c4cccc5cccc(c45)C3=O)CC2)cc1	22%[57.5 µM]
NC(=O)CCC(C(=O)O)N1C(=O)c2ccc(O)cc2C1=O (stereo unspecified)	-7%[57.5 µM]
O=C(Nc1ccccc1)Nc1cccc(-c2cn3cccnc3n2)c1	4%
O=C(CC1(O)C(=O)Nc2ccccc21)c1cccc(Br)c1 (stereo unspecified)	12%
C=C/C(=C\C)C[C@@H](CC(=O)N[C@@H](CCC(=O)O)CC(=O)O)NC(=O)[C@@H]1CNCC[C@H]1NC(=O)C[C@@H](NC(=O)C[C@H](Cc1ccccc1)NC(=O)[C@@H]1CCCC[C@H]1N)C(C)C	-14%
O=C(N[C@@H](Cc1ccccc1)C(=O)OCc1ccccc1)c1nc[nH]c1C(=O)NC(c1ccccc1)c1ccccc1	40µM*
Cc1ccn2c(NC3CCCC3)c(-c3cccs3)nc2c1	?
COc1ccc(C(=O)Nc2cccc(/C=C/c3nc4ccccc4c(=O)[nH]3)c2)cc1	-10%[57.5 µM]
CC(NC(=O)COc1ncnc2cc([N+](=O)[O-])ccc12)c1ccccc1 (stereo unspecified)	-6%
COc1ccc([N+](=O)[O-])cc1-n1cnnn1	-1%
Clc1ccccc1-c1nccc(-n2ccnc2)n1	26%
N=c1oc2ccccc2cc1-c1nc(-c2ccccc2)cs1	?
CCn1c2ccccc2c2cc(NC(=O)COc3ccccc3)ccc21	0%
C(/CCc1ccccc1)=N\Nc1nc2ccccc2[nH]1	6%
CC(=O)OC1CC2C(C)(C)C(=O)[C@@H]3OC3[C@@]2(C)C2CC[C@]3(C)C(=CC(=O)OC3c3ccoc3)[C@]12C (stereo partly specified)	20%
CC(C)C[C@@H](CC(=O)N[C@@H](CCC(=O)O)CC(=O)O)NC(=O)[C@@H]1CNCC[C@H]1NC(=O)C[C@H](CCCN)NC(=O)C[C@H](Cc1c[nH]c2ccccc12)NC(=O)[C@@H]1CCCC[C@H]1N	-2%

New compounds follow:
SMILES	ERK EGF inh
CC1=CSC2=NC(C(F)(F)F)(C(F)(F)F)NC(=O)N12	1%[57.5 µM]
CCCCOc1ccc(CSCCN)cc1Cl	-7%[57.5 µM]
COCCN1C=C2C(=O)C(C)(OC(=O)c3cccs3)C(=O)C=C2C=C1CCCC(=O)OC (stereo unspecified)	-11%[57.5 µM]
CCN(CC)S(=O)(=O)N1CCN(S(=O)(=O)N2CCOCC2)CC1	27%
Cc1ccc(C(=O)NC(=S)Nc2cccc(-c3nc4ccccc4s3)c2)cc1	-3%
CCOc1ccc(N2C(=O)C3Sc4[nH]c(=O)sc4C(/C=C/c4ccccc4)C3C2=O)cc1 (stereo unspecified)	-2%
CC(=O)Nc1ccc(OCC(O)CN2C(C)(C)CC(O)CC2(C)C)cc1 (stereo unspecified)	-9%
COc1cc(C(=O)N/N=C(\C)c2ccc3c(c2)OCO3)cc(OC)c1OC	1%
CCC[n+]1c(C)sc2c(OC)ccc(OC)c21	-6%[57.5 µM]
Cc1ccc(-n2nnc(-c3cnc4ccccc4c3)n2)cc1	5%[57.5 µM]
Cc1nn(C)cc1S(=O)(=O)N1CCN(Cc2ccc(F)cc2Cl)CC1	-9%
CC(C)(C)NC(=O)COC(=O)c1nsc(Cl)c1Cl	2%
C/C(=N\Nc1nc2ccccc2[nH]1)c1ccc([N+](=O)[O-])cc1	?
CCCOc1ccc(-c2nnc(-c3cccs3)o2)cc1	11%
Cc1cccc2c(CC(=O)Nc3ccccc3)noc12	12%
COc1cc(/C=N/NC(=O)CCC(=O)Nc2ccc(C)cc2)ccc1O	33%
CC(=O)c1c(COC(=O)c2cccc(C)c2)nc2ccccc2[n+]1[O-]	?
Cc1cc(-c2nc(C)c(C(=O)NNC(=O)NC(C)C)s2)no1	-9%[57.5 µM]
CCOC(=O)CN(C(=O)COc1nc(-c2ccccc2)cc(C)c1C#N)c1ccccc1C	-2%[57.5 µM]
CCOc1ccccc1C(=O)Nc1nn[nH]n1	-1%
COc1cccc(/C=N/NC(=O)CCCC(=O)Nc2ccc(Br)cc2)c1	9%
Cc1cc(C(=O)Cn2nc(C(=O)O)c3ccccc3c2=O)c(C)n1CCc1ccc(F)cc1	-2%[57.5 µM]
CCn1c(=O)c(C(=O)CN2CCN(S(=O)(=O)c3ccccc3)CC2)c(N)n(Cc2ccccc2)c1=O	-1%
Cc1cc(NC(=O)c2ccccc2)nc(C)n1	-3%[57.5 µM]
CCN(Cc1ccccc1)c1ccc(/C=N/NS(=O)(=O)c2cccc([N+](=O)[O-])c2)cc1	3%
CCN(C(=O)C(C)Cl)c1ccccc1 (stereo unspecified)	-2%
COC(=O)c1sccc1NC(=O)Nc1cccc(C)c1	-18%[57.5 µM]
Cc1cc2cc(CNC(=S)Nc3ccc(OC(F)(F)F)cc3)ccc2n1C	?
CC(C)(C)c1ccc(COc2ccsc2C(=O)O)cc1	-3%
Cc1nnsc1C(=O)N1CCCC(C(=O)c2ccc(C(F)(F)F)cc2)C1 (stereo unspecified)	10%[57.5 µM]
Cc1nc(NCCN)c(C#N)c2c1COC(C)(C)C2	-18%
Cc1ccc(NC(=O)CSc2nc(N)c3c4c(sc3n2)CSC(C)(C)C4)cc1	-3%
N/C(=N\OC(=O)Cc1cccs1)c1ccc(Cl)cc1	10%[57.5 µM]
CCC(Sc1nc(C)cc(C)n1)C(=O)Nc1ccc(Cl)cn1 (stereo unspecified)	-4%
CC(C)C(C(=O)Nc1ccccc1)N1C(=O)c2ccccc2C1=O (stereo unspecified)	9%
COc1cccc(C(=O)CSc2nc3cccnc3n2C)c1	2%

Structural class, the entries above containing a thiophene ring, fused or not (12)
SMILES	ERK EGF inh
COc1ccc(C(C(=O)NC(C)(C)C)N(C(=O)CNC(=O)c2cccs2)c2ccc(NC(C)=O)cc2)cc1OC (stereo unspecified)	-6%
O=C(CN1C(=O)NC2(CCCCCCC2)C1=O)NCc1cccs1	0%
COc1ccccc1N(CC(=O)N(CC(C)C)CC(C)C)S(=O)(=O)c1cccs1	-4%
CCCNC(=O)COc1ncnc2sccc12	-4%
O=C(Nc1ccc(F)cc1F)Nc1sccc1-c1nc2ccccc2s1	5%[57.5 µM]
Cc1ccn2c(NC3CCCC3)c(-c3cccs3)nc2c1	?
COCCN1C=C2C(=O)C(C)(OC(=O)c3cccs3)C(=O)C=C2C=C1CCCC(=O)OC (stereo unspecified)	-11%[57.5 µM]
CCCOc1ccc(-c2nnc(-c3cccs3)o2)cc1	11%
COC(=O)c1sccc1NC(=O)Nc1cccc(C)c1	-18%[57.5 µM]
CC(C)(C)c1ccc(COc2ccsc2C(=O)O)cc1	-3%
Cc1ccc(NC(=O)CSc2nc(N)c3c4c(sc3n2)CSC(C)(C)C4)cc1	-3%
N/C(=N\OC(=O)Cc1cccs1)c1ccc(Cl)cc1	10%[57.5 µM]

(further entries)
SMILES	ERK EGF inh
COc1cccc(N2C(=O)C3NN=C(C(=O)CN4C(=O)c5ccccc5C4=O)C3C2=O)c1 (stereo unspecified)	-1%[57.5 µM]
O=S(=O)(NCCc1ccc(F)cc1)c1cccc2cccnc12	1%
Cc1ccc(-n2c3nc(=O)[nH]c(=O)c-3cc3cc([N+](=O)[O-])ccc32)cc1	1%
CCOc1cc(C(=O)Nc2c3c(nn2C(C)(C)C)CS(=O)C3)cc(OCC)c1OCC (stereo unspecified)	0%
CN(C)/C=N/c1ncc(C(=O)c2ccc(-c3ccccc3)cc2)s1	-2%
CCOC(=O)/C(=C/c1ccccc1)NC(=O)c1ccco1	22%
Cc1cc(C)n(C(=O)COc2ccc([N+](=O)[O-])cc2)n1	6%
CCOc1ccccc1NC(=O)CN(c1ccc(OC)cc1OC)S(=O)(=O)c1ccccc1[N+](=O)[O-]	-2%
N#Cc1c(-c2ccccc2)nc(-c2ccncc2)[nH]c1=O	-2%
Cc1c(C=O)c2ccccc2n1CC(=O)NCc1ccc2c(c1)OCO2	-2%
CC1CC1C(=O)Nc1ccc(-c2ccccc2)cc1 (stereo unspecified)	-6%
CCOC(=O)c1ccc[n+](CC(=O)Nc2cc(C(F)(F)F)ccc2Cl)c1	-6%
N#C/C(=C/c1ccc(-c2ccccc2)o1)c1nc(-c2cccs2)cs1	11%
CC1Sc2ccc(Cl)cc2-c2nc(N)ncc21 (stereo unspecified)	7%
c1ccc(CSc2ncnc3c2cnn3-c2ccccc2)cc1	?
CSC1=NCCN1S(=O)(=O)c1ccc(F)cc1	-4%
O=C(OCc1nc2ccccc2s1)c1cc2ccccc2oc1=O	-7%
COC(=O)c1nnn(-c2ccc(Cl)c(Cl)c2)c1C(=O)OC	-2%
COc1cccc(-n2c(-c3ccco3)nc3nc4ccccc4nc32)c1	-11%
